Chronic BCR inh: inhibitors of chronic active B-cell receptor signaling; ABC-DLBCL IkBa-CBG/CBR reporter, luminescence ratio, 4 h; Potency, µM (doses to about 46.1 µM), for inactives: at the top dose ratio change, negative = lower green/red ratio, hits mostly inhibitors; 0.05% of 340,000 active; AID 493014; active means well fitted inhibition curve with a large enough effect in the signal ratio, with a control signal flat, not every such curve was filed as active; inconclusive means small, poorly fitted or top-dose-only effect, or effect the other way, or a change in a side signal; the % refers to the signal ratio;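 further: potency means the concentration at half of the fitted maximal effect; plate controls were basal doxycycline-induced cells for no effect and cells given 10 µM MG132 for full effect; MG132 reads +100%, hits lower the ratio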
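Concentration-response series (up to 46 uM) were applied to TMD8 dual-reporter cells for 4 h at 37C with doxycycline. Green/red ratio, after filter-overlap correction, defined %Activity; red signal alone was normalised to basal cells and zero luminescence.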
KCNH2 3.1 block: KCNH2 3.1 (human) potassium channel inhibition; activity change, % (tested at about 1.8 µM); AID 720553; 0.95% of 340,000 active; U2OS KCNH2 3.1, thallium flux FluxOr; active compounds read low;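 active means maximum activity change below -70%; inconclusive means maximum activity change from -70% to -50%; inactive means maximum activity change above -50%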;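 further: thallium influx rate constant from kinetic fluorescence after stimulation buffer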
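U2OS cells transduced with KCNH2 3.1 mutant virus (1.77 x 10^8 /mL, 4 h), plated overnight at 37 C, loaded 45 min with FluxOr dye plus Red40 quencher. Thallium flux rate constant from kinetic reads after stimulation buffer, normalised to controls.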
uPA surface inh: blocks generation of uPA at the cell surface. cell surface uPA generation assay, qHTS. Potency, µM (titrated, usually from 38.3 µM), without a hit: top-dose activity change, negative = inhibition, actives largely listed as inhibitors. 0.31% of 330,000 active. AID 540303; active means well fitted inhibition curve with a large enough effect; inconclusive means small, poorly fitted or top-dose-only effect; inactive means no such curve, though single readings can be large or run the other way; tested in mouse RAW 264.7 cells; further: potency means the concentration at half of the fitted maximal effect; nearly all actives have a fitted effect of over 55% in size
GALK inhibitor: blocks human galactokinase activity; Potency, µM (titrated, usually from 57.5 µM), without a hit: at the highest dose activity change, negative = inhibition, most hits filed as inhibitors; P51570; Purified GALK, Kinase-Glo residual ATP luminescence; 0.007% of 270,000 active; AID 1868; further: potency means the concentration at half of the fitted maximal effect
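Human GALK (5 nM) with 35 uM ATP and 100 uM galactose in 20 mM HEPES pH 8.0, 5 mM MgCl2, 60 mM NaCl, 1 mM DTT, 0.01% BSA. After 1 h at room temperature, leftover ATP was read by Kinase-Glo Plus luminescence.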
Eya2 phos inh: Eya2 (human) phosphatase inhibition | recombinant Eya2, OMFP fluorescence dephosphorylation (OMFP is methylfluorescein phosphate) | 0.006% of 330,000 active | O00167 | Potency, µM (top dose mostly 76.9 µM), without a hit: at the top dose activity, negative = inhibition, actives largely listed as inhibitors; further: potency means the concentration at half of the fitted maximal effect
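Eya2 (0.2 uM) preincubated 10 min at ambient with compound, then OMFP substrate added at 50 uM; 10 min reaction in 50 mM HEPES pH 7.5, 50 mM NaCl, 5 uM MgCl2, 0.05% BSA, 1 mM DTT. Fluorescence read at Ex 485/Em 525 nm.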
FBPA coupling cs: counter-screen for Giardia aldolase inhibitors: coupling enzyme system; coupling enzyme system counterscreen, AmpLite Red fluorescence; activity change, negative = inhibition, % at 58.2 µM, hits read low; 0.67% of 290,000 active; AID 2472; in the data active means activity change below about -30%
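Counterscreen lacking aldolase: glyceraldehyde-3-phosphate coupling-enzyme reagent preincubated 10 min at RT with compound (at 57.5 uM final), then substrate/coupling system with AmpLite Red added; fluorescence read at 525/598 nm after 20 min RT.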
hERG WT inh: blocks the wildtype human KCNH2 potassium channel; U2OS, BacMam KCNH2, thallium flux FluxOr; active compounds read low; activity change, % at 1.84 µM; 0.37% of 340,000 active; AID 720551;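 active means maximum activity change below -70%; inconclusive means maximum activity change between -70% and -50%; inactive means maximum activity change above -50%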
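U2OS cells transduced with wild-type KCNH2 virus are loaded with FluxOr dye for 45 min, and thallium flux is measured in kinetic reads before and after stimulation buffer. Rate constants are normalized to DMSO controls.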
B2AR arrestin: beta2AR (human) beta-arrestin recruitment activity; 0.02% of 330,000 active; P07550; beta-arrestin recruitment to beta2AR, cell-based reporter; Potency, µM (top dose mostly 46.1 µM), inactives show top-dose activation, most hits filed as activators;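 further: potency means the concentration at half of the fitted maximal effect; 0% = DMSO controls and full agonism = EC100 isoproterenol or metaproterenol; nearly all actives have a fitted effect of over 65% in size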
Target sequence (P07550 whole entry, looked up): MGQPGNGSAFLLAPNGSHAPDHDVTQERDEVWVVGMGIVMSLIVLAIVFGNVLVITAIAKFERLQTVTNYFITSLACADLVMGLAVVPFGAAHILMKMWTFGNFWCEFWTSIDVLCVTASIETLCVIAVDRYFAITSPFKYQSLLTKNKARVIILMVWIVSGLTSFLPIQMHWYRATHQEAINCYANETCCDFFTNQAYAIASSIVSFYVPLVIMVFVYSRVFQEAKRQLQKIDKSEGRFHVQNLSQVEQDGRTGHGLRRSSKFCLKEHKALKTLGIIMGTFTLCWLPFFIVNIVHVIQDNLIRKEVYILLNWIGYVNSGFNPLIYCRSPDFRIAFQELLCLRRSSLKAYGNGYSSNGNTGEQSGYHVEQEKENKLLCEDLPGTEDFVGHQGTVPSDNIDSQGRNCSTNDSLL
USP2a block: blocks human ubiquitin-specific protease USP2a; Potency, µM (doses to about 38.3 µM), without a hit: top-dose activity change, negative = inhibition, hits mostly inhibitors; O75604; USP2 core, Ub-CHOP2 coupled fluorogenic reporter, 485/531; 0.01% of 330,000 active; AID 463254;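 further: potency means the concentration at half of the fitted maximal effect; plate controls were DMSO wells for no effect and full inhibition by NEM control for full effect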
Target sequence (O75604 whole entry, looked up): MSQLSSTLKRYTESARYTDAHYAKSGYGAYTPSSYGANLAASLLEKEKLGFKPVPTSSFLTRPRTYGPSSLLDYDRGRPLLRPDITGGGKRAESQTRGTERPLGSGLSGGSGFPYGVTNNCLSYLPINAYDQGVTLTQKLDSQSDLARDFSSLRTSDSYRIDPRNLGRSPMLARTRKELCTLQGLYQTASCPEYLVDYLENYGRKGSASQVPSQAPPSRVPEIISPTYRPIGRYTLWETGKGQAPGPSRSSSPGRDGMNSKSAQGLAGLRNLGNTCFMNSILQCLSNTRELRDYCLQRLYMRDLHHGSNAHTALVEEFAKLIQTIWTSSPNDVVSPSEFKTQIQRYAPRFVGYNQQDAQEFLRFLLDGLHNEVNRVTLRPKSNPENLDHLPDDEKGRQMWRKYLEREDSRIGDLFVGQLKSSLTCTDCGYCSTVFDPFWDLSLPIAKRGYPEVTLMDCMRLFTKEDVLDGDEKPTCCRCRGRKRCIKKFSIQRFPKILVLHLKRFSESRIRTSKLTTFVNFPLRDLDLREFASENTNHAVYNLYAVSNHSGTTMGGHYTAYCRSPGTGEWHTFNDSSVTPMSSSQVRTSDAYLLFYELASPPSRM
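Cell-free coupled assay: 10nM USP2 core preincubated 30min RT with compound in Tris-HCl pH 8.0/CaCl2/CHAPS buffer, then 25nM Ub-CHOP2 and 25nM reporter substrate; fluorescence (Ex 485/Em 531) read after 60min RT, normalized to NEM inhibition, concentration-response curves fitted.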
PKM2 act: activators of human pyruvate kinase M2; P14618; purified PKM2, Kinase-Glo ATP luminescence, activation; response scale: 0% is enzyme alone, no compound; Potency, µM (highest dose often 57.5 µM), inactives show top-dose activation, most hits filed as activators; 0.34% of 260,000 active; AID 1631; further: potency means the concentration at half of the fitted maximal effect; nearly all actives have a fitted effect of over 55% in size
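Kinase-Glo luminescence reports ATP generated from ADP (0.1 mM) and PEP (0.5 mM) by purified hPK-M2 after 1 h at room temperature, pH 7.2 imidazole buffer; intermediate enzyme activity allows detecting inhibitors and activators.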
Giardia kill: kills Giardia lamblia | Giardia lamblia trophozoite viability | AID 540267 | activity change, % at 7.66 µM, hits read low | 0.15% of 340,000 active; in the data active means activity change below about -80%; inconclusive means between about -30% and that limit;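 further: parasites exposed to compound for two days anaerobically before the ATP read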
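Compounds were tested on trophozoites seeded at 100 cells/well and held 48 hrs at 37 deg C anaerobically. An ATP-based luminescent kit measured the remaining live cells.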
The depositor's hits bear a star; ? = inconclusive; / = no result given; [ ] = another dose, or the depositor's remark. Unless noted, the call rests on the fitted dose curve; in most records, active means well fitted curve in the direction sought with a large enough effect; inconclusive means small, poorly fitted or top-dose-only effect, or another doubt; inactive means no such curve, though single readings can be large; an effect the other way counts as inactive or inconclusive. Unless noted, on the % scale 0 is the no-effect control and ±100 the full control effect.

SMILES	Chronic BCR inh	KCNH2 3.1 block	uPA surface inh	GALK inhibitor	Eya2 phos inh	FBPA coupling cs	hERG WT inh	B2AR arrestin	USP2a block	PKM2 act	Giardia kill
O=C(CC1SC(N2CCCC2)=NC1=O)Nc1ccc(C(=O)NCc2ccc(F)cc2)cc1 (configuration not stated)	-4%	15	3%	/	-29%	/	-16	0.3%	0%	/	35[activator]
COc1ccc(-c2nnn(CC(=O)NCc3ccccc3)n2)cc1OC	1%	2	-19%	-2%	-30%	0	14	8.0%	2%	-3%	6
O=C(O)CCNS(=O)(=O)c1ccc2c(c1)CCCC2	-1%	12	2%	-4%	4%	0	10	-0.1%	1%	1%	6
CCN(CC(=O)Nc1cc(Cl)ccc1C)C(=O)c1ccc2c(=O)n3c(nc2c1)CCC3	6%	4	-3%	/	1%	/	5	-0.4%	0%	/	5
CC(C)CC1NC(=O)N(CC(=O)Nc2cc(S(=O)(=O)N3CCOCC3)ccc2Cl)C1=O (configuration not stated)	-3%	3	8%	/	-1%	/	-3	-0.1%	2%	/	-5
COc1ccc(CNC(=O)CN2C(=O)NC(C)(c3ccc(Cl)cc3)C2=O)cc1 (configuration not stated)	-7%	0	3%	-3%	-7%	0	-5	-0.5%	2%	/	-4
Cn1cnnc1SCC(=O)Nc1ccc(OC(F)F)cc1	1%	-6	6%	0%	1%	3	-7	-0.4%	4%	2%	16
CCn1c(C(=O)N2CCc3ccccc3C2)cc2oc3ccccc3c21	?	-7	2%	1%	-26%	-1	0	0.4%	-1%	-16%	-5
CSc1sc(C(=O)OC(C)C)c2c1C(=O)CC(C)(C)C2	-3%	-24	-1%	/	1%	3	-3	0.3%	10%	-2%	11
COc1ccc(NC(=O)CN(C)C(=O)C(Sc2ccccc2)c2ccccc2)cc1 (configuration not stated)	-2%	-16	8%	/	13%	/	16	0.3%	1%	/	16
COc1ccccc1C(OC(=O)c1ccco1)C(=O)NCc1ccc(F)cc1 (configuration not stated)	2%	-10	2%	6%	-1%	2	-17	-0.4%	3%	-4%	-4
O=C1CC(c2ccco2)CC(O)=C1C=Nc1ccc(Br)cc1 (configuration not stated)	0%	-3	1%	0%	-23%	1	3	-0.2%	4%	28%	-6
O=C(O)CCCNC(=O)c1ccc(NC(=O)Cc2ccc(Cl)cc2)cc1	6%	20	-3%	4%	-4%	2	22	0.2%	0%	-6%	-7
O=C(Nc1cc2c(oc1=O)CCCC2=O)c1ccccc1	-8%	10	-1%	0%	-1%	4	1	-0.2%	4%	-5%	-4
CC(=O)CSc1nc2ccccc2s1	0%	-6	3%	-3%	23%	-1	-26	3.4%	0%	-2%	-12
Cc1ccc(NC(=O)Cc2ccc3c(c2)OCCO3)cc1S(=O)(=O)N1CCCCC1	-8%	-14	4%	0%	-10%	1	-6	-0.5%	0%	-3%	5
NC(=O)CC(NC(=O)c1ccccc1)c1ccc(NCCc2ccc(Cl)cc2)c([N+](=O)[O-])c1 (configuration not stated)	-5%	-24	2%	-2%	-8%	-2	-5	-0.2%	1%	-6%	2
COC(=O)CNC(c1ccccc1)c1cc(Br)ccc1N (configuration not stated)	5%	-7	5%	1%	1%	-1	4	0.0%	2%	-7%	23
CCOC(=O)c1c(NC(=O)CN2C(=O)NC3(CCCC3)C2=O)sc(C)c1CC	?	-6	-7%	/	13%	/	2	0.4%	-1%	/	3
CS(=O)(=O)NC1c2cccc3cccc(c23)C1N1CCOCC1 (configuration not stated)	-3%	4	7%	2%	10%	-1	-6	-0.1%	0%	-9%	-7
CCCn1c(NC(=O)c2ccc(Br)cc2)nc2ccccc21	?	-9	/	1%	8%	-3	-15	0.1%	?	-10%	-6
O=[N+]([O-])c1ccc2nc(SCc3cn4cccnc4n3)[nH]c2c1	?	1	3%	-1%	4%	0	-4	-0.5%	-2%	0%	18
Cc1ccc(C(=O)NCCCNC(=O)COc2ccccc2Cl)cn1	-4%	-7	0%	4%	13%	1	-4	-0.2%	0%	/	23
CC(C)S(=O)(=O)c1csc(NC(=O)Nc2cccc([N+](=O)[O-])c2)c1Cl	4%	3	9%	/	9%	-13	-1	0.5%	3%	-38%	2
COC(=O)c1cc2n(n1)CCCNC2=O	14%	-2	14%	-1%	2%	-2	/	-0.2%	2%	-1%	1
CCOC(=O)Cc1cc(=O)[nH]c(/N=C(\N)Nc2ccc(C)cc2C)n1	1%	-4	-1%	1%	-11%	5	-14	0.1%	-4%	-14%	8
Cn1nc(C(F)(F)F)c2cc(C(=O)Nc3ccc(F)cc3)sc21	?	-4	4%	/	5%	-1	-11	-0.6%	-1%	29%	-7
O=C(NNC(=O)c1ccccc1OCc1ccccc1)c1ccccc1F	?	8	-3%	2%	-11%	-2	-1	0.3%	5%	/	13
CCOC(=O)c1sc(NC(=O)c2cc(-c3cccc(O)c3)on2)c(C(=O)OCC)c1C	5%	-2	-1%	/	6%	2	12	-0.3%	2%	-1%	-12
COCCNC(=S)NN=C1CCCCCC1	?	-4	-14%	-2%	-26%	-3	-28	?	-5%	0%	4
Cc1cc2c(c(=O)o1)C(C13C=CC(CC1)C3)C(C#N)=C(N)O2 (configuration not stated)	-2%	-1	6%	-2%	4%	-6	12	0.4%	0%	15%	2
CCCc1cc2c(c(NC(C)=O)n1)c(=O)oc1ccccc12	7%	9	-1%	0%	3%	0	5	0.2%	1%	0%	9
CC(C)(C)C(=O)CSc1nnc(Nc2ccccc2)s1	-26%	-1	-5%	4%	3%	1	-3	-0.2%	0%	-8%	6
Cc1nonc1NC(=O)CSc1nc2ccccc2[nH]1	?	10	5%	-2%	-4%	0	-1	0.0%	3%	-2%	2
CC(C)(C)C1COc2ccccc2N1C(=O)c1cccc(Cl)c1 (configuration not stated)	3%	3	5%	-1%	-6%	1	-3	0.0%	1%	/	29
O=C(CSc1cccc[n+]1[O-])c1ccc(Cl)cc1	?	-14	2%	15%	18%	1	2	?	0%	-2%	-11

Part of the list above, reduced to FBPA coupling cs, Chronic BCR inh and Giardia kill:
mol	FBPA coupling cs	Chronic BCR inh	Giardia kill
CCOC(=O)c1sc(NC(=O)c2cc(-c3cccc(O)c3)on2)c(C(=O)OCC)c1C	2	5%	-12
COCCNC(=S)NN=C1CCCCCC1	-3	?	4

Continued.
SMILES	Chronic BCR inh	KCNH2 3.1 block	uPA surface inh	GALK inhibitor	Eya2 phos inh	FBPA coupling cs	hERG WT inh	B2AR arrestin	USP2a block	PKM2 act	Giardia kill
O=C1CC(c2cccc(Cl)c2)CC(O)=C1C=Nc1cccc(Cl)c1 (configuration not stated)	0%	-3	3%	-2%	5%	-1	22	-1.1%	0%	-1%	14
O=C1c2ccccc2C(=O)N1Cc1nn2c(-c3ccc(Cl)cc3)nnc2s1	2%	17	2%	6%	-4%	2	3	-1.0%	2%	-1%	-7
CC(C)Cc1nc(Cl)c(C#N)c2c1CCCC2	-3%	-8	13%	-3%	-1%	5	8	-0.4%	4%	-2%	9
O=C(CN1CCN(S(=O)(=O)c2ccc(F)cc2)CC1)Nc1ccccc1C(=O)NC1CC1	?	-38	3%	/	20%	/	-2	-0.7%	1%	/	-16
CCOc1ccc(NC(=O)c2ccc(N3CC4CC(C3)c3cccc(=O)n3C4)c(NC(=O)c3ccncc3)c2)cc1 (configuration not stated)	-4%	3	-23%	13%	8%	1	8	-0.4%	2%	-4%	14
O=C(NCc1ccco1)C1CC(c2cccc([N+](=O)[O-])c2)=NO1 (configuration not stated)	?	-1	-6%	2%	-31%	3	-9	0.2%	1%	3%	-9
CN(C)CCCNC(=S)N(CCCN(C)C)Cc1cc2cc3c(cc2[nH]c1=O)OCO3	-4%	9	14%	-1%	14%	0	15	-0.1%	-1%	-6%[11.5 µM]	-14
COc1ccc(C(C)=O)cc1COC(=O)c1c(C)nn(-c2ccccc2)c1C	?	-16	1%	0%	7%	0	-18	2.6%	4%	/	-6
O=C(Nc1ccccc1)NC1CCS(=O)(=O)C1 (configuration not stated)	7%	5	13%	2%	4%	2	-6	-0.8%	-1%	1%	-1
CNC(=O)c1nc(C)n(-c2ccc(Cl)cc2Cl)n1	0%	-14	2%	9%	?	3	-19	0.1%	-1%	-1%	10
CCc1nnc(SCC(=O)Nc2ccc(N3CCOCC3)cc2)n1C	-1%	-16	-2%	4%	4%	/	-2	0.4%	0%	-5%	-3
